TDP1 cell CPT = qHTS for Inhibitors of human tyrosyl-DNA phosphodiesterase 1 (TDP1): qHTS in cells in presence of CPT | 420,000 tested, 12% active | chicken DT40 Tdp1-/-;hTDP1 cells + 20 nM CPT, ATP luminescence, 48 h | AID 686979, 2013 | Potency, µM (highest dose often 46.2 µM), inactives show at the highest dose activity change, negative = growth inhibition, hits mostly inhibitors; note: nearly all actives have a fitted effect of over 55% in size
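Chicken DT40 Tdp1-/- cells complemented with human TDP1, 400 cells/well, exposed to compounds plus 20 nM camptothecin for at least 48 h at 37 C; viability read as ATP content by CellTiter-Glo luminescence.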
TDP1 inh = qHTS Assay for Inhibitors of Tyrosyl-DNA Phosphodiesterase (TDP1) | Tyrosyl-DNA phosphodiesterase 1 (Homo sapiens), Q9NUW8 | recombinant TDP1, AlphaScreen DNA substrate cleavage | Potency, µM (series often up to 130 µM), for inactives: at the top dose activity change, negative = inhibition, usual class: inhibitors | 350,000 tested, 0.28% active; note: nearly all actives have a fitted effect of over 40% in size
Target sequence (Q9NUW8 whole entry, looked up): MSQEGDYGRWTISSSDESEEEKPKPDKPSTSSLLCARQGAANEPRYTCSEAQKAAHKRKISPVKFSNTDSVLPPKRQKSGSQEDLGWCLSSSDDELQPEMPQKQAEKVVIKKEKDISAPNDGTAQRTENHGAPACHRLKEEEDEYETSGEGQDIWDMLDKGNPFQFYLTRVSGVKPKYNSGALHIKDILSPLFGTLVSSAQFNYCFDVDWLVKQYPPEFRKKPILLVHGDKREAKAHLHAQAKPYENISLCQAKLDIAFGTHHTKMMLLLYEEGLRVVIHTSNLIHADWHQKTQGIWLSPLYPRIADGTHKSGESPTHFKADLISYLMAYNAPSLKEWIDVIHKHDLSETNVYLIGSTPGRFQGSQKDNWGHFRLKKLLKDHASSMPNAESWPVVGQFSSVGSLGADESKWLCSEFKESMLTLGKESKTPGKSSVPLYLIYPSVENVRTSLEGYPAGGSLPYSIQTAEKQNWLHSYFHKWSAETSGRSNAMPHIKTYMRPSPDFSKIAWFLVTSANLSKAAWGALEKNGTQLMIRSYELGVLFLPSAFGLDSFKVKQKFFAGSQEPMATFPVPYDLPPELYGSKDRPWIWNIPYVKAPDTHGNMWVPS
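Compounds were preincubated with Tdp1 (1 nM final) for 15 min at room temperature before substrate (15 nM final) started a 5 min reaction; beads (10 ug/ml final) were then added for 10 min before AlphaScreen detection.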
DT40 TDP1 no CPT = qHTS for Inhibitors of human tyrosyl-DNA phosphodiesterase 1 (TDP1): qHTS in cells in absence of CPT. AID 686978, 2013. DT40 Tdp1-/- hTDP1 cells, no CPT, ATP luminescence, 48 h. 420,000 tested, 15% active. Potency, µM (highest dose often 46.2 µM), for the others: at the highest dose activity change, negative = growth inhibition, most hits filed as inhibitors; note: nearly all actives have a fitted effect of over 55% in size
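DT40 Tdp1-/-;hTDP1 cells, no CPT (DMSO vehicle only), 400 cells/well; compounds pin-transferred; ≥48 hr, 37 °C; CellTiter-Glo 30 min RT dark, luminescence read.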
Numbers without * were called inactive; ? = inconclusive; . = not tested or not shown; & = joins results of further samples; [ ] = another dose, or the depositor's remark. Calls come from the whole dose curve; as a rule, active = well fitted curve in the direction sought with a large enough effect; inconclusive = small, poorly fitted or top-dose-only effect, or another doubt; inactive = no such curve, though single readings can be large; an effect the other way counts as inactive or inconclusive. % is set by controls: 0 for no effect and ±100 for the full control effect; potency is the fitted concentration of half-maximal effect.

Each structure is followed by: TDP1 cell CPT, TDP1 inh, DT40 TDP1 no CPT
1: COc1ccc(C(=O)Nc2nnc(S(=O)(=O)N3CCC(C)CC3)s2)cc1OC
→ ?, 2%&6%, ?
2: Cc1c(C(=O)NCCCN2CCOCC2)sc2ncnc(N3CCN(c4ccccc4)CC3)c12
→ 16µM*, 2%, 21µM*
3: COc1ccc(CNC(=O)COC(=O)CCC(=O)c2cccs2)cc1
→ -5%, 4%, 0%
4: COc1cccc(CNC(=O)CCCN2C(=O)CSc3c2c(C)nn3-c2ccccc2)c1
→ ?, 10%, ?
5: Clc1ccc(-c2nc(NCCN3CCOCC3)c3ccccc3n2)cc1
→ ?, 2%, ?
6: Cc1ccc(NC(=O)c2cccn2-c2nnc(N3CCCCC3)s2)cc1Cl
→ ?, 3%, ?
7: CSCC(=O)N1CCC(n2nccc2NC(=O)CCc2ccccc2)CC1
→ -24%, 2%, 12%
8: Cn1c(N)c(C(=O)CSc2nnc(-c3c[nH]c4ccccc34)n2C2CC2)c(=O)[nH]c1=O
→ -9%, -11%, 1%
9: CC(=O)c1c(C)[nH]c(C(=O)CSc2nc3ccccc3c(=O)n2CCCN2CCOCC2)c1C
→ -22%, 1%, ?
10: NC(=O)C1CCN(C(=O)c2cc3n(n2)C(C(F)(F)F)CC(c2ccco2)N3)CC1 (configuration not stated)
→ 3%, 9%, 7%
11: CCc1ccc(NC(=O)C2CCC(CNS(=O)(=O)c3cccs3)CC2)cc1 (configuration not stated)
→ -5%, -5%, ?
12: CN(c1ccc(F)cc1)S(=O)(=O)c1ccc(Cl)c(C(=O)NCC2CCCO2)c1 (configuration not stated)
→ ?, 5%, ?
13: CCOC(=O)Cn1c(=NC(=O)c2sc3ccccc3c2Cl)sc2cc(S(N)(=O)=O)ccc21
→ -5%, 1%, -15%
14: O=c1c2ccccc2nc(/C=C/c2cccc3ccccc23)n1-c1ccc(F)cc1F
→ 23µM*, -10%, ?
15: CCSc1nc2ccc(OC)cc2cc1C#N
→ 9%, -1%, -11%
16: Cc1ccc(S(=O)(=O)N2CCOCC2)cc1C(=O)NC1CCCCC1
→ 5%, 4%, 0%
17: CC(C)Cn1c(N)c(C(=O)COC(=O)/C=C/c2ccccc2)c(=O)n(C)c1=O
→ 15µM*, -3%, ?
18: Cc1cc(C)nc(N2CCCC(C(=O)Nc3ccc4nc(C)c(C)nc4c3)C2)n1 (configuration not stated)
→ ?, 1%, 13µM*
19: Cc1cc(C)cc(C(=O)N2CCCCC2)c1
→ -6%, ., -12%
20: COc1ccc(NC(=O)CN(C)CC(=O)Nc2ccc(C)c(S(=O)(=O)N3CCCCC3)c2)cc1
→ ?, 2%, ?
21: CCN1CCN(C(=O)Nc2cccc3ccccc23)CC1
→ 15%, 0%, -3%
22: CCC(c1nnc(SCC(=O)Nc2cc(S(C)(=O)=O)ccc2Cl)n1Cc1ccccc1)N(C)C (configuration not stated)
→ -15%, 5%, -9%
23: Cc1ccc(Nc2nc(=O)c3cccnc3s2)cc1
→ -10%, -2%, -18%
24: O=C(CCc1nnc2ccc(NCc3ccco3)nn12)Nc1ccc(F)cc1
→ -4%, 5%, 0%
25: COc1ccccc1NC(=O)COC(=O)c1ccc(N2CCCC2=O)cc1
→ -7%, 1%, -7%
26: CN1CCC(=O)N([C@H](CO)c2ccccc2)CC1
→ 10%, ., 1%
27: Cc1cccc(NC(=O)CN2CCN(CC(=O)NCc3ccc(Cl)cc3Cl)CC2)c1C
→ 23µM*, 0%, ?
28: COC(=O)COc1ccc(NC(=O)Cn2nc(-c3ccccc3)c3ccccc3c2=O)cc1
→ -8%, ., 11%
29: O=C(O)CC(c1cccc2ccccc12)N1Cc2ccccc2C1=O (configuration not stated)
→ -1%, -2%, -8%
30: CCOc1ccc(-c2nnc(SCC(=O)N(CC)c3cccc(C)c3)o2)cc1
→ 21µM*, 9%, 10µM*
31: COc1ccc(N(C)S(=O)(=O)c2ccc3c(c2)CCN3C(=O)C2CC2)c(OC)c1
→ 16µM*, 5%, 18µM*
32: Cc1ccccc1-c1cc2nc(NCCOc3ccccc3)n(C)c(=O)c2s1
→ ?, ., ?
33: CC1CN(c2ccc([N+](=O)[O-])cc2C(=O)N2CCOCC2)CC(C)N1 (configuration not stated)
→ 4%, 7%, -16%
34: Cc1ccnc(NS(=O)(=O)c2ccc(NC(=O)c3ccc(C)o3)cc2)n1
→ -10%, 0%, -10%
35: Cc1nn(C)cc1C1Nc2ccccc2C(=O)N1O (configuration not stated)
→ -12%, 8%[56.1 µM], -25%
36: CC(=O)N1CCc2c(sc(NC(=O)C3CCCN3S(=O)(=O)c3cccs3)c2C#N)C1 (configuration not stated)
→ -21%, ., ?
37: Cc1ccc(NC(=O)c2cnn3c2NC(c2ccccc2)=CC3c2ccccc2)cc1 (configuration not stated)
→ 10µM*, 7%, ?
38: CC(=O)n1c2ccccc2c2ccccc21
→ 14%, -10%, -20%
39: O=C(Cc1cccs1)N1CCC(c2nc3c(nnn3Cc3ccccc3Cl)c(=O)[nH]2)CC1
→ -28%, 3%, ?
40: CCC(=O)c1ccc(OCCN2CCOCC2)cc1
→ 14%, -3%, -12%
41: CN(Cc1ccccc1)C(=O)COC(=O)c1c[nH]c2ccccc12
→ -7%, ., -24%
42: COCCn1c(SCC(=O)NNC(=O)c2ccccc2)nc2ccccc2c1=O
→ -5%, 5%, -1%
43: CCOc1cc(N2CCOCC2)c(OCC)cc1NC(=O)c1c(-c2ccccc2)noc1C
→ ?, 4%[56.1 µM], -54%
44: COCC(=O)Nc1nc2ccccc2s1
→ 0%, 5%, -12%
45: Cc1nnc(NCc2ccc(Cl)cc2)c2c1nnn2Cc1ccc(F)cc1
→ 6%, 7%, -8%
46: COc1cc(C(=S)N2CCCC2)cc(OC)c1OS(=O)(=O)c1ccc(NC(C)=O)cc1
→ ?, 2%, ?
47: Cc1nc2ccccc2c(=O)n1/N=C/c1ccc(O)cc1
→ -2%, 4%, -9%
48: CCOc1cc(N2CCOCC2)c(OCC)cc1NC(=O)C(NC(=O)c1c(F)cccc1F)C(C)C (configuration not stated)
→ ?, ., 9.2µM*
49: COc1ccc(NC(=O)N(C)C[C@H]2Oc3ccc(NC(=O)C4CC4)cc3CC(=O)N([C@@H](C)CO)C[C@@H]2C)cc1
→ 6%, 0%, 5%
50: Cc1cccc(N2CCN(C(=O)NC3CCCCC3)CC2)c1C
→ ?, ., -19%

One compound at a time, as listed above. Order of values: TDP1 cell CPT, TDP1 inh, DT40 TDP1 no CPT
`COCC(=O)Nc1nc2ccccc2s1` across the screens: 0%, 5%, -12%
`COc1cc(C(=S)N2CCCC2)cc(OC)c1OS(=O)(=O)c1ccc(NC(C)=O)cc1` across the screens: ?, 2%, ?
`Cc1cccc(N2CCN(C(=O)NC3CCCCC3)CC2)c1C` across the screens: ?, ., -19%
`CN(Cc1ccccc1)C(=O)COC(=O)c1c[nH]c2ccccc12` across the screens: -7%, ., -24%

Later entries
Each structure is followed by: TDP1 cell CPT, TDP1 inh, DT40 TDP1 no CPT
51: O=C(O)c1ccccc1N/N=C/c1cc(Br)cc(Br)c1O
→ -11%, 10%, ?
52: Cc1ccc(CN(C)CC(=O)Nc2ccc3c(c2)CCC3)cc1
→ -5%, 0%, ?
53: CC(C)C(C)NC(=O)COC(=O)/C=C/c1ccc(S(=O)(=O)N2CCc3ccccc32)cc1 (configuration not stated)
→ 9%, 0%, -11%
54: COc1ccc(CN2CCN(Cc3cccc(Oc4ccccc4)c3)CC2)c(OC)c1OC
→ ?, ., ?
55: O=C(c1ccccc1)N1CCN(C2CC(=O)N(CCc3ccccc3)C2=O)CC1 (configuration not stated)
→ -5%, 8%, -11%
56: O=C(O)Cc1csc(-c2cccc(F)c2)n1
→ 11%, 6%, 21%
57: Cc1cccc(OCCSc2nncn2C)c1
→ ?, -1%, -23%
58: CC(C)n1c(C(O)c2ccc3c(c2)OCO3)nc2ccccc21 (configuration not stated)
→ -29%, 5%, ?
59: CCC(=O)N1C(C(=O)NCc2ccc(OC)cc2)CSC1c1ccc(OC)cc1 (configuration not stated)
→ -20%, 1%, -13%
60: Cc1nn2c(NCc3ccccn3)c3c(nc2c1-c1ccccc1)CCC3
→ 2.6µM*, ., 4.6µM*
61: CC(=O)Nc1ccc(Sc2ncccc2C(=O)Nc2ccc(F)cc2)cn1
→ 9.2µM*, 3%, 7.3µM*
62: COc1ncc2nc(-c3ccccc3)c(=O)n(CCC#N)c2n1
→ -11%, ., -13%
63: Cc1cc(C(=O)COC(=O)c2ccc(O)cc2O)c(C)n1C(C)C
→ 18µM*, 11%, 13µM*
64: CS(=O)(=O)NCc1nnc(SCc2ccc(C(F)(F)F)cc2)o1
→ 10%, -1%, 0%
65: O=C(OCc1ccccc1)N1C[C@H](O)[C@H](O)C[C@@H]1c1c(Cl)cccc1Br
→ -17%, ., -13%
66: CCN(CC(=O)Nc1ccc(NC(C)=O)cc1)C(=O)c1oc2c(ccc3ccccc32)c1C
→ ?, -1%, ?
67: CC(=O)Nc1sc(N/N=C\c2ccc(O)cc2)nc1-c1cccs1
→ -23%, 10%, ?
68: Cc1noc(C)c1COc1cccc(C(=O)Nc2ccc(OCc3ccccc3)cc2)c1
→ ?, 2%, ?
69: COc1ccc(NC(C)=O)cc1NC(=O)c1cccc(S(=O)(=O)N2CCN(Cc3ccccc3)CC2)c1
→ ?, 8%, ?
70: CCOC(=O)N1CCN(C(=O)CCc2ccccc2)CC1
→ 4%, ., -17%
71: CC(C)C1N(C(=O)CN2CCCCC2)CCN1S(=O)(=O)c1ccccc1 (configuration not stated)
→ 11%, 2%, 0%
72: CCOC(=O)c1cc([N+](=O)[O-])cc([N+](=O)[O-])c1Sc1ncnc2nc[nH]c12
→ 1.8µM*, ., 2.6µM*
73: O=C(O)c1sc(C(=O)O)c(-c2ccccc2)c1-c1ccccc1
→ 2%, ., 3%
74: COc1cc(/C=N/NC(=O)c2cccc3ccccc23)ccc1OCC(N)=O
→ ?, ., 5.8µM*
75: COc1cccc(-n2nnc3c(=O)n(CC(=O)NCC4CCCO4)cnc32)c1 (configuration not stated)
→ 1%, 7%, 4%
76: O=C(Nc1ccc(O)cc1)c1cc2n(n1)C(C(F)(F)F)CC(c1ccco1)N2 (configuration not stated)
→ 9.2µM*, 4%, 7.3µM*
77: CC(C)N(C)CCOC(=O)c1ccccc1Br
→ 16µM*, 0%, ?
78: CCOC(=O)c1cnc2c(c(C)nn2CC)c1NC1CC1
→ 3%, 0%, -2%
79: O=C(COC(=O)c1cncc(Br)c1)NCc1ccccc1Cl
→ 7%, 3%, -6%
80: CCCc1cc(C(=O)Nc2cccc(-c3nn[nH]n3)c2)sc1C
→ -5%, ., -3%

Entries above with a COOH group (four):
Each structure is followed by: TDP1 cell CPT, TDP1 inh, DT40 TDP1 no CPT
29: O=C(O)CC(c1cccc2ccccc12)N1Cc2ccccc2C1=O (configuration not stated)
→ -1%, -2%, -8%
51: O=C(O)c1ccccc1N/N=C/c1cc(Br)cc(Br)c1O
→ -11%, 10%, ?
56: O=C(O)Cc1csc(-c2cccc(F)c2)n1
→ 11%, 6%, 21%
73: O=C(O)c1sc(C(=O)O)c(-c2ccccc2)c1-c1ccccc1
→ 2%, ., 3%

Following part.
Each structure is followed by: TDP1 cell CPT, TDP1 inh, DT40 TDP1 no CPT
81: CCOc1cc(-c2nc(-c3ccc(C)nc3OC)no2)cc(OCC)c1OCC
→ ?, 4%, ?
82: CC1CC(=O)C2=C(C1)OC(N)=C(C#N)C2c1coc2ccccc2c1=O (configuration not stated)
→ -5%, 1%, -6%
83: COc1ccc2c(c1)Cc1sc(NC(=O)c3ccccc3Br)nc1-2
→ ?, 5%, 18µM*
84: Cc1ccc(NC(=O)N2CCN(C)c3ncccc32)cc1C
→ 2%, -1%, 3%
85: COc1ccc(CNC(=O)c2sc(=O)n(Cc3cc(Cl)ccc3OC)c2C)cc1
→ ?, ., 16µM*
86: O=C(Nc1ccc(N2CCOCC2)cc1)c1cn2ccccc2n1
→ 13µM*, 2%, 10µM*
87: CCOC(=O)COc1ccc(S(=O)(=O)NCc2ccncc2)cc1
→ ?, -1%, ?
88: O=C(CSc1ccc(Br)cc1)NCC1CCCO1 (configuration not stated)
→ 1%, 0%, 7%
89: FC(F)(F)c1ccccc1NC(=S)N1CCN(c2ccccn2)CC1
→ -19%, 5%, -23%
90: COc1ccccc1Nc1ccc(NC(=O)c2cccc([N+](=O)[O-])c2C)cc1
→ ?, ., 18µM*
91: CS/C(=C\[N+](=O)[O-])Nc1ccc(OC(F)(F)F)cc1
→ -12%, -10%, -28%
92: COc1ccc(NC(=O)CSc2nnc(Cc3ccc(C)cc3)c(=O)n2N)cc1OC
→ -1%, 0%, 8%
93: COc1ccc(-n2nnnc2CNC(=O)c2c(-c3ccccc3Cl)noc2C)cc1
→ -10%, ., 0%
